Screens as filed in PubChem.
rTrxR1 inhibitor: rat TrxR1 inhibition. O89049. recombinant rTrxR1, NADPH fluorescence consumption, selenite substrate. Potency, µM (top dose mostly 114 µM), inactives show top-dose activity change, negative = inhibition, actives largely listed as inhibitors. hit rate 1% among 390,000; further: on the % scale 0 is the no-effect control and ±100 the full control effect; nearly all actives have a fitted effect of over 65% in size
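Rat TrxR1 (90 nM in the dispensed reagent) was pre-reduced with 400 uM NADPH for 5 min at room temperature, then incubated with compound for 15 min. After 400 uM selenite was added, NADPH fluorescence (Ex 340/Em 450 nm) was followed for 8 min.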
GLS inhibitor: inhibitors of human glutaminase (GLS) | O94925 | GLS enzymatic activity, qHTS titration | Potency, µM (doses to about 45.5 µM), for inactives: top-dose activity change, negative = inhibition, actives largely listed as inhibitors | hit rate 0.21% among 410,000; further: on the % scale 0 is the no-effect control and ±100 the full control effect
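Human kidney-isoform GLS in 45 mM KH2PO4 pH 8.2, 0.02% Tween-20, with compound, started with 1mM L-Glutamine (added stock). Glutamate oxidase/HRP/Amplex red coupled fluorescence read at start and after 30 min at RT.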
RGS4 inh: blocks human RGS4-accelerated GTP hydrolysis. Potency, µM (doses to about 114 µM), for the others: at the highest dose activity change, negative = inhibition, actives largely listed as inhibitors. P49798. Transcreener GDP fluorescence polarization, RGS4-accelerated GTP hydrolysis. hit rate 0.039% among 390,000. AID 504845; further: on the % scale 0 is the no-effect control and ±100 the full control effect; nearly all actives have a fitted effect of over 75% in size; some results filed as inactive show a strong effect at the top dose
Target sequence (P49798 whole entry, looked up): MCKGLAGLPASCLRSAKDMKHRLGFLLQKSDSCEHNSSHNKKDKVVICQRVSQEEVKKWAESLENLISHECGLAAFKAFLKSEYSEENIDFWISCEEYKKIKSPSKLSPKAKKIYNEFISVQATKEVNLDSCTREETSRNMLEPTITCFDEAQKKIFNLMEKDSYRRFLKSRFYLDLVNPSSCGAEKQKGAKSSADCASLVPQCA
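MLSMR compounds (23 nl, pin-transferred) preincubated 10 min at room temperature with a 500nM (2x) first reagent, then RGS4 at 900nM (2x) plus Transcreener GDP mix added; fluorescence polarization (620/688 nm) read before and after 90 min at 30 °C.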
ERG Ets-DNA blk: blocks human ERG Ets domain binding to DNA; Potency, µM (series often up to 76.9 µM), for the others: top-dose FP activity, negative = inhibition, most hits filed as inhibitors; fluorescence polarization, His-ERG Ets domain / labelled DNA; AID 624246; hit rate 0.028% among 370,000; active means well fitted inhibition curve with a large enough effect in the polarisation, with a control signal flat; inconclusive means small, poorly fitted or top-dose-only effect, or effect the other way, or a change in a side signal; inactive means no such curve, though single readings can be large or run the other way; the % refers to the polarisation;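 further: polarization taken with two DNA probes labelled with fluorescein and Texas red; % of control where 0% means no effect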
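His-tagged ERG Ets domain (1 uM in the protein solution; 300mM KCl, 50mM Tris-HCl, 1mM EDTA, 1mM DTT, pH 7.5) received compound, then a probe mix of 5 nM fluorescein-DNA and 100nM Texas-615-DNA. Fluorescence polarization was read for both dyes.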
JMJD2A Tudor: inhibitors of human JMJD2A Tudor domain. Potency, µM (top dose mostly 114 µM), without a hit: top-dose activity change, negative = inhibition, actives largely listed as inhibitors. AlphaScreen JMJD2A-Tudor / H3K4me3 peptide binding. hit rate 4.4% among 390,000. O75164; further: on the % scale 0 is the no-effect control and ±100 the full control effect; nearly all actives have a fitted effect of over 50% in size
ALOX12 inh: ALOX12 (human) lipoxygenase inhibition | Potency, µM (doses to about 108 µM), for the others: at the top dose activity change, negative = inhibition, actives largely listed as inhibitors | AID 1671190 | purified 12hLO, xylenol orange hydroperoxide absorbance | hit rate 1.1% among 580,000 | P18054; further: on the % scale 0 is the no-effect control and ±100 the full control effect
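Hydroperoxide product was detected by ferrous iron/xylenol orange as the 573 to 405 nm absorbance ratio. Arachidonic acid at 40 uM (final) was turned over for 30 min at room temperature by 150 nM human 12hLO, pH 7.0 Hepes buffer, after 15 min compound preincubation.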
HP1b binding inh: HP1-beta chromodomain-methylated histone interaction inhibition | AID 540317 | Potency, µM (titrated, usually from 114 µM), for inactives: top-dose activity change, negative = inhibition, usual class: inhibitors | hit rate 0.56% among 390,000 | P83916 | AlphaScreen HP1-beta / biotin-H3K9me3 peptide binding; further: nearly all actives have a fitted effect of over 70% in size; inactives centre near 23
Target sequence (P83916 whole entry, looked up): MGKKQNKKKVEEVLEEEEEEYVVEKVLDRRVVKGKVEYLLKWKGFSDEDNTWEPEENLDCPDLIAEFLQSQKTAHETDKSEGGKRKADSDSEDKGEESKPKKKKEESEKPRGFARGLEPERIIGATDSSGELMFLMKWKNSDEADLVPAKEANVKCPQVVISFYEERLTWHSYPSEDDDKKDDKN
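HP1-beta protein (50 nM final) preincubated 30 min at room temperature with biotinylated H3(1-18)K9me3 peptide (50 nM) in PBS pH 7.4, 0.01% Tween-20, then compound added for 30 min. AlphaScreen streptavidin donor/nickel chelate acceptor beads (10 ug/mL final), 30 min dark, luminescence read.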
Tb PGK inh: inhibitors of T. brucei phosphoglycerate kinase; Potency, µM (titrated, usually from 57.5 µM), inactives show top-dose activity change, negative = inhibition, most hits filed as inhibitors; hit rate 0.043% among 380,000; PGK/GAPDH coupled, Kinase-Glo luminescence, 60 min; further: on the % scale 0 is the no-effect control and ±100 the full control effect; nearly all actives have a fitted effect of over 60% in size
Target sequence (P07378 whole entry, looked up): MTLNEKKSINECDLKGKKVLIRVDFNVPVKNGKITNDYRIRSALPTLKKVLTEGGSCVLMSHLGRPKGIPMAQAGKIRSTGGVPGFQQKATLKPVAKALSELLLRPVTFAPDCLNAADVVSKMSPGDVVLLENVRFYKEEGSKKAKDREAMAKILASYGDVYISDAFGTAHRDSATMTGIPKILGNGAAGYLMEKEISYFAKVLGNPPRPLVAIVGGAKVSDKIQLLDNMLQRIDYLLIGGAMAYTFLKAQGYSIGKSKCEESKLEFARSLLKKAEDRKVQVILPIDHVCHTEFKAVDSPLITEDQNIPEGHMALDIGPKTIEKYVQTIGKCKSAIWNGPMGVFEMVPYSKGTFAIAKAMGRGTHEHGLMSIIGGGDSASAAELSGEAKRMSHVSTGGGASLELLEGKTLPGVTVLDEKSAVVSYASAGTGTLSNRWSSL
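Recombinant glycosomal PGK reaction used 1,3-bisphosphoglycerate generated in-well by GAPDH (100nM final) in 100mM TEA pH 7.6, 5mM MgCl2, 0.01% Tween-20. After 60 minutes at room temperature, ATP was read by Kinase-Glo Plus luminescence end-point.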
Pin1 inhibitor: inhibitors of human Pin1 | Q13526 | Pin1 FP peptide displacement, HiFluor488, 10 min | Potency, µM (doses to about 115 µM), for the others: at the top dose activity, negative = inhibition, most hits filed as inhibitors | hit rate 0.009% among 390,000; active means well fitted inhibition curve with a large enough effect in the polarisation, with a control signal flat, not every such curve was filed as active; inconclusive means small, poorly fitted or top-dose-only effect, or effect the other way, or a change in a side signal; inactive means no such curve, though single readings can be large or run the other way; the % refers to the polarisation; further: on the % scale 0 is the no-effect control and ±100 the full control effect
Target sequence (Q13526 whole entry, looked up): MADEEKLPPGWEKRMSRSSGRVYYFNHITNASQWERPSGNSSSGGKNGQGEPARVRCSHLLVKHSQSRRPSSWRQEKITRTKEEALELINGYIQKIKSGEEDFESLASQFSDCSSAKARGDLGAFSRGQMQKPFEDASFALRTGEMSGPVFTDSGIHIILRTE
* marks the source's active call; other numbers are inactive results; i = inactive; ? = inconclusive; . = not tested or not shown; & = joins results of further samples; [ ] = another dose, or the depositor's remark. Unless noted, the call rests on the fitted dose curve; in most records, active means well fitted curve in the direction sought with a large enough effect; inconclusive means small, poorly fitted or top-dose-only effect, or another doubt; inactive means no such curve, though single readings can be large; an effect the other way counts as inactive or inconclusive. Potency means the concentration at half of the fitted maximal effect. A portion of the library; the hit share may differ from the screen's.

Order of results: HP1b binding inh, RGS4 inh, ERG Ets-DNA blk, Tb PGK inh, Pin1 inhibitor, GLS inhibitor, ALOX12 inh, JMJD2A Tudor, rTrxR1 inhibitor
- CCCN=C1N(CC)C[C@@H]2[C@@H]3C(=O)N(C)C(=O)[C@@H]3[C@](C)(C(=O)OC)N12
    64%[activator], -13%, -19%, -2%, 0%, 2%, ?, -17%, 28%
- COc1ccc(CN(C)Cc2nc3cc(OC)c(OC)cc3c(=O)[nH]2)c(OC)c1
    41%[activator], 9%, 3%, 4%, -3%, 8%, -30%, -10%, -1%
- O=C(NCc1cn(-c2ccccc2)nc1-c1ccccc1)c1cc([N+](=O)[O-])cc([N+](=O)[O-])c1
    10%, -16%, 7%, -7%, -5%, 1%, -9%, -19%, 22%[57.1 µM]
- Cc1ccc(C(=O)COC(=O)CNC(=O)c2ccco2)cc1
    21%, 16%, 3%, -1%, -3%, ., 0%, 6%, -5%
- Cc1cc(C)nc(SCc2nnc(SCC(=O)Nc3c(C)cccc3C)o2)n1
    14%, 0%, 4%, -6%, -4%, 8%, 48%[activator], -15%, -15%
- COC(=O)c1cc(NC(=O)c2ccccc2)c(=O)oc1C
    -14%, ?, -5%, -7%, -7%, 12%, 25%, -2%, 12%[11.4 µM]
- O=C(NCCCN1CCOCC1)c1ccc(NC(=O)C2COc3ccccc3O2)cc1 (configuration not stated)
    26%, -2%, -9%, -8%, 1%, 4%, -1%, -13%, 19%
- COc1ccnc(Oc2ccc(F)cc2)c1C(=O)N/C=N/OCc1ccc(Cl)cc1Cl
    18%, 14%, ., -8%, -1%, 13%, -4%, -19%, 20%
- NC(=O)C1CCN(C(=O)CN(c2cccc(C(F)(F)F)c2)S(=O)(=O)c2ccccc2)CC1
    16%, 37%, -1%, -6%, -3%, 5%, 424%[activator], 3%, 0%
- OCC1(CCc2ccccc2)CCCN(CCCc2ccccc2)C1 (configuration not stated)
    6%, 7%, -3%, -5%, 2%, -3%, ?, -14%, -1%
- Cc1sc(-c2ccncc2)nc1OC(=O)c1cc(Cl)cc(Cl)c1
    19%, 15%, 4%, -9%, -7%, -23%, 418%[activator], -13%, -20%
- COc1ccc(OCCSc2nc(C)c(Cc3ccccc3)c(=O)[nH]2)cc1
    35%&15%, 4%&-1%, 6%&-5%, i, 3%&-4%, -4%&-9%, -27%&-1%, -3%&-20%, 19%&38%
- CN(C(=O)c1cc2ccccc2cc1O)C1CCCCC1
    -1%, -49%, 1%, i, -3%, -5%, ?, -19%, -7%
- Cc1ccc(SCC(=O)NCCc2ccc(F)cc2)cc1
    41%[activator], 1%, 1%, -9%, -3%, 5%, 4%, -1%, 22%
- Cc1oc(S(=O)(=O)N2CCOCC2)cc1C(=O)Nc1ccc(Cl)cc1
    31%, -8%, 4%[15.4 µM], 13%, 0%, 2%, 4%, -7%, 10%[11.4 µM]
- Cc1cccc(NS(=O)(=O)c2ccc3c(c2)CC(C)N3C(=O)C2CCC2)c1C (configuration not stated)
    32%, 9%, -1%, 0%, -2%, -2%, -9%, -8%, 19%
- CCc1ccc(OC(C)C(=O)Nc2ccc(S(=O)(=O)Nc3cc(C)on3)cc2)cc1 (configuration not stated)
    11%, 9%, 4%, i, -11%, 0%, -55%, -8%, 21%
- COC(=O)c1ccccc1NC(=O)c1ccc(NS(C)(=O)=O)cc1
    22%, 7%, 5%, 1%, 1%, 2%, 0%, -1%, 5%
- O=C(c1cc(-c2ccccn2)nc2ccc(Br)cc12)N1CCN(S(=O)(=O)c2ccccc2)CC1
    8%, -22%, 2%, -9%, -2%, 20%, -17%, -10%, 10%[57.1 µM]
- Cc1ccc(NC(=O)CN(C)S(=O)(=O)c2ccc3c(c2)n(C)c(=O)c(=O)n3C)cc1
    23%, 14%, -10%, -5%, 0%, 11%, 4%, -8%, 15%
- CC(C)(C)c1ccc(OCC(=O)N(c2ccccn2)C2CCCCC2)cc1
    68%[activator], -2%, 11%, i, -4%, 24%, 12%, 4%, -13%[57.1 µM]
- O=C(NC(=S)N1CCN(C/C=C/c2ccccc2)CC1)c1ccc(F)cc1
    8%, -34%, 11%, i, -2%, -1%, 57%[activator], -18%, 1%[57.1 µM]
- COC(=O)c1cc(NC(=O)N2c3ccccc3Sc3ccccc32)cc(C(=O)OC)c1
    10%, -25%, 2%, ., 4%, 14%, -5%[57.4 µM], -36%, 18%
- Cc1cc(C)c(S(=O)(=O)Nc2ncccc2C)c(C)c1
    51%[activator], -6%, -2%, -7%, -2%, -4%, 11%, 10%, 22%
- CCOC(=O)c1c(NC(=O)CSc2nnc3ccccn23)sc2c1CCC2
    1%, -7%, 7%, -2%, 4%, 12%, -2%, -35%, 1%
- COc1ccccc1N1CCN(C(=O)CCNC(=O)Cn2ccc3ccccc3c2=O)CC1
    5%, -2%, -6%, -10%, -3%, 8%, -9%, -13%, 29%[57.1 µM]
- O=C(CCC(NC(=O)OCc1ccccc1)C(=O)O)OCc1ccccc1 (configuration not stated)
    26%, -26%, -2%, -7%, -7%, 6%, -1%, -30%, 2%
- CC1(C)CC(NS(=O)(=O)c2ccc(Cl)cc2)CC(C)(C)N1
    25%, 5%, 1%, -2%, 2%, 5%, 1%, -5%, 9%[57.1 µM]
- OCC[C@H]1C[C@H](O)[C@@H](O)[C@@]2(CCc3ccccc3CO2)O1
    33%, 0%, 10%, i, -3%, -4%, -3%, 6%, 6%[57.1 µM]
- Cc1ccc(CNC(=O)COCc2cc(-c3ccc4c(c3)OCO4)on2)cc1
    38%, 7%, -4%, -4%, 7%, 4%, -10%, -4%, 0%

One compound at a time, as listed above. Values in the order: HP1b binding inh | RGS4 inh | ERG Ets-DNA blk | Tb PGK inh | Pin1 inhibitor | GLS inhibitor | ALOX12 inh | JMJD2A Tudor | rTrxR1 inhibitor
`Cc1ccc(CNC(=O)COCc2cc(-c3ccc4c(c3)OCO4)on2)cc1` in the list: 38% | 7% | -4% | -4% | 7% | 4% | -10% | -4% | 0%
`CC1(C)CC(NS(=O)(=O)c2ccc(Cl)cc2)CC(C)(C)N1` in the list: 25% | 5% | 1% | -2% | 2% | 5% | 1% | -5% | 9%[57.1 µM]
`CC(C)(C)c1ccc(OCC(=O)N(c2ccccn2)C2CCCCC2)cc1` in the list: 68%[activator] | -2% | 11% | i | -4% | 24% | 12% | 4% | -13%[57.1 µM]
`OCC[C@H]1C[C@H](O)[C@@H](O)[C@@]2(CCc3ccccc3CO2)O1` in the list: 33% | 0% | 10% | i | -3% | -4% | -3% | 6% | 6%[57.1 µM]
`CCOC(=O)c1c(NC(=O)CSc2nnc3ccccn23)sc2c1CCC2` in the list: 1% | -7% | 7% | -2% | 4% | 12% | -2% | -35% | 1%

Continuation:
Order of results: HP1b binding inh, RGS4 inh, ERG Ets-DNA blk, Tb PGK inh, Pin1 inhibitor, GLS inhibitor, ALOX12 inh, JMJD2A Tudor, rTrxR1 inhibitor
- Cc1ccc(C(=O)OCC(=O)NC(C)C2CC3CCC2C3)cc1N (configuration not stated)
    29%, 4%, -7%, -8%, 1%, 0%, 2%, -21%, 10%
- NNC(=O)COc1ccc(C2SCCS2)cc1
    20%, 22%, -13%, -9%, -6%, -1%, 8%, -8%, 27%
- COc1ccc(C2=NN(C(=O)c3cccs3)C(c3ccc(OC)cc3)C2)cc1 (configuration not stated)
    18%, -35%, 7%, i, 17%, -8%, ?, -6%, 7%
- Cc1ccc(C(=O)N2CCN(S(=O)(=O)c3ccc(C)c([N+](=O)[O-])c3)C2)cc1
    21%, -16%, -6%, 0%, -5%, -1%, 12%, -8%[11.4 µM], 20%[57.1 µM]
- Cc1noc(-c2ccc(N(C)Cc3ccccc3)c([N+](=O)[O-])c2)n1
    14%, 12%, 0%, i, 18%, -12%, -22%, -16%, 19%
- CNc1c(-n2cc(C(=O)OC)c(C(=O)OC)c2C(=O)OC)c(=O)n(C)c(=O)n1C
    19%, 20%, 5%, -7%, 4%, 7%, 11%, -8%, 6%[57.1 µM]
- Cc1ccc(O)c(NC(=O)c2ccc3c(c2)C(=O)N(CC(C)C)C3=O)c1
    46%[activator], -28%, 9%, i, -8%, -8%, -29%, -10%, 23%
- O=C(NC(=S)N1CCc2ccccc21)c1ccccc1
    -15%, -6%, 13%, -1%, -2%, 22%, -24%, ?, -22%
- O=C(CSc1ncn[nH]1)Nc1ccc(Br)cc1Br
    25%, 4%, -1%, -4%, -1%, 8%, 366%[activator], 2%, -14%
- Cc1ccccc1C(=O)Nc1ccc2c(c1)OCO2
    23%, -10%, 3%, -7%, -8%, -8%, 0%, -15%, 4%
- O=C(Nc1ccc(S(=O)(=O)N2CCCC2)cc1Cl)C1=COCCO1
    27%, -6%, 2%, -5%, -1%, 20%, -19%, -10%, 8%
- COCCCNC(=O)COC(=O)c1ccc(-c2nc3ccccc3s2)s1
    0%, -42%, 1%, 1%, 3%, -2%, -6%, -7%, 4%
- Cn1nnnc1Sc1ncnc2scc(-c3ccc([N+](=O)[O-])cc3)c12
    12%, -18%, ., -1%, 0%&-5%, 1%, -11%, -23%&-31%, ?
